High-throughput results from PubChem BioAssay.
Shn3 inh set2: reduction of Shn3 3'UTR firefly luciferase signal, primary screen, Schnurri-3 inhibitor project, cell-based, Clone20 osteoblasts, set 2 | Clone20 osteoblast Shn3 3'UTR firefly luciferase, 24 h | inhibition, % at 12.5 µM | AID 588674, 2011 | hit rate 0.52% among 360,000;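 active = mean inhibition of at least 75% with every replicate also reaching 75%; inconclusive = mean inhibition at least 75% but some replicate below; inactive = mean inhibition below 75%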;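 also: 0% = median of neutral control wells and 100% = pilot-screen positive control compound; some compounds past the cut are filed as inactive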
PDI turbidity: inhibitors of human PDI, primary screen, biochemical, turbidity, single point, plate reader. Protein disulfide-isomerase (Homo sapiens), P07237. PDI insulin aggregation turbidity, A650, 90 min. inhibition, % at 10 µM. hit rate 0.052% among 350,000;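 active = mean inhibition across replicates of 30% or more, whatever share of single replicates reach that level; inconclusive = mean inhibition below 30% while every single replicate reaches 30%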;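 also: absorbance from insulin aggregation driven by PDI reduction with DTT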
Target sequence (P07237 whole entry, looked up): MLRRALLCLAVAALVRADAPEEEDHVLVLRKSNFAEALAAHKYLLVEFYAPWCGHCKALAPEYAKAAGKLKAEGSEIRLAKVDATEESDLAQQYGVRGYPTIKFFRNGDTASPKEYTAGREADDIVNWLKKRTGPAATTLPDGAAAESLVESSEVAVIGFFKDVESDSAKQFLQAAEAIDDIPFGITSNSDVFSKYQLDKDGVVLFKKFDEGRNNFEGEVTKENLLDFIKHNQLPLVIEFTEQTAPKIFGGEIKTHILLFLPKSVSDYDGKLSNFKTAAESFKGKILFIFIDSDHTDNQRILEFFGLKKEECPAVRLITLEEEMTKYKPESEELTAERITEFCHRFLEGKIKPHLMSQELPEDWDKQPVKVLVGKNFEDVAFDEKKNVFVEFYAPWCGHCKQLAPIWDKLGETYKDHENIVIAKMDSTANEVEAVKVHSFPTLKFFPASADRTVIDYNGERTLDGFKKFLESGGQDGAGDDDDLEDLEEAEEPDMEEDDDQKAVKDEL
Vif inh: HIV Vif self-association inhibitors, primary screen, imaging, HEK293T, single point; HEK293T cells, Vif self-association by quenched fluorescence, 24 h; inhibition, % at 7.49 µM; hit rate 0.35% among 340,000; in the data active = inhibition above about 50%, passing the limit was not always enough; inconclusive = no clear call, values can overlap the other calls; inactive = below about 31%; also: some results filed as inactive read as strong as hits
KKLEB cytotox: cytotoxicity in KKLEB CF airway cells, primary screen, cytotoxicity control for CF NF-kB inhibitor project, cell-based, uHTS, fluorescence assay plates; activity change (cytotoxicity), % at 5 µM; KKLEB CF airway cells viability, ATPlite luminescence, overnight; stronger effect = lower value; cells stimulated with P. aeruginosa culture filtrate; hit rate 0.36% among 360,000;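 active = corrected activity change at or below -50% at 5 µM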
HIF-2a block: HIF-2a reporter inhibitors, primary screen, luminescence, 786-0 RCC cells; 786-0 RCC cells HIF-2a reporter, luciferase luminescence, overnight; inhibition, % at 18.8 µM; hit rate 0.72% among 360,000; AID 624352, 2012;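 active = inhibition of the luminescence signal of 40% or more relative to plate controls, in a single-dose primary screen at 18.75 µM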
NR2E3 ag-1: NR2E3 agonists in two-hybrid cells, primary screen, cell-based, luminescence, CHO-S, Gal4-NCOR/VP16-NR2E3; Photoreceptor-specific nuclear receptor (Homo sapiens), Q9Y5X4; luciferase; inhibition of corepressor binding, % at 3.98 µM; hit rate 0.35% among 360,000; AID 602229, 2012;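 active = inhibition above the mean of all tested compounds plus 3 SD, cut at about 70% in these data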;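 also: 0% = DMSO with NR2E3 transfected cells and 100% = cells lacking NR2E3 construct; higher means lower luciferase signal from less NR2E3 corepressor binding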
Target sequence (Q9Y5X4 whole entry, looked up, the tested form may be a part): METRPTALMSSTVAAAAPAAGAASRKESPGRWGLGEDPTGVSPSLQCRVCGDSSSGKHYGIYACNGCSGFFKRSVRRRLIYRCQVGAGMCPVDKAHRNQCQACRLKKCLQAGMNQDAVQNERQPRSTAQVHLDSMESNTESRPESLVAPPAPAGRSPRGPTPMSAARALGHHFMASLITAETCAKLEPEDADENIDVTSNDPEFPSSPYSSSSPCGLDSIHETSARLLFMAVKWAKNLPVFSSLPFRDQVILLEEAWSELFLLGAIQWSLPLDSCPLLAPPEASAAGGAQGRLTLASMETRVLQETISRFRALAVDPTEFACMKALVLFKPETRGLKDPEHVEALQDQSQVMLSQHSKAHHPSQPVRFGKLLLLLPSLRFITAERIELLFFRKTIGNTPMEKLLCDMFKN
CF NFkB inh: inhibitors of PAF-induced NF-kB signaling, primary screen, cell-based, GFP fluorescence, uHTS; KKLEB NF-kB-GFP reporter, GFP fluorescence overnight; inhibition, % at 5 µM; hit rate 0.86% among 360,000; AID 588850, 2011;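 active = at least 50% inhibition at 5 µM, scaled per plate between neutral and stimulator controls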;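 also: PAF is a Pseudomonas aeruginosa culture filtrate used as stimulus; plate controls were PAF-stimulated DMSO wells for no effect and unstimulated DMSO wells for full effect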
NR2E3 ag-2: inhibitors of NR2E3-RetCOR corepressor binding, primary screen, NR2E3 agonist project, biochemical, TR-FRET, GST-NR2E3, biotin-RetCOR; 1536-well; Photoreceptor-specific nuclear receptor (Homo sapiens), Q9Y5X4; AID 2300, 2010; hit rate 0.12% among 320,000; inhibition of corepressor binding, % at 4.78 µM;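 active = percent inhibition above the cutoff of mean plus 3 SD of all tested compounds, set per screening campaign, cut at about 20% in these data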;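 also: 0% = DMSO wells and 100% = biotin wells as full block of FRET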
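System: GST-tagged NR2E3 plus biotinylated RetCOR corepressor; Buffer or medium: pH 7.5 Tris-based buffer; Probe or stimulus: RetCOR corepressor, biotinylated, 7 nM; Doses: compound at 4.8 µM, single dose; Schedule: 5 h incubation at 4 °C; Technique: time-resolved FRET; Evaluation: percent inhibition of TR-FRET ratio; Replication: one well per compound, singlicate testing.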
Peg3 prom inh: Peg3 promoter-driven luciferase inhibitors, primary screen, cell-based, HeLa, luciferase luminescence; HeLa PEG-Prom luciferase reporter, overnight; inhibition, % at 20 µM; hit rate 1.7% among 360,000; AID 588405, 2011;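 active = inhibition of at least 50% at 20 µM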
MITF TRPM1 inh: inhibitors of MITF-dependent TRPM1 promoter reporter, primary screen, cell-based, SK-MEL-5, single point, luciferase; AID 488899, 2010; SK-MEL-5 TRPM1 promoter luciferase, 24 h; inhibition, % at 12.5 µM; hit rate 0.83% among 330,000;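 active = mean inhibition across replicates of 60% or more, whatever share of single replicates reaches that level; inconclusive = some that reach 60%, reason not given; inactive = mean inhibition across replicates below 60%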; also: values of inactives mirror those of a sister screen read the other way
CaV13 FRET inh: Disruptors of the CACNA1D IQ motif to Ca2+-dependent inactivation inhibitor domain association, primary screening, Förster resonance energy transfer in intact living …; HEK cells, CFP/YFP FRET ICDI-IQ, plate reader, 10 min; percent FRET-ratio fall versus neutral wells; inhibition, % at 12.3 µM; hit rate 0.098% among 340,000; AID 743397;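 active = mean replicate inhibition of at least 30% and at least 1% of replicates passing that level; inconclusive = only one of the two criteria is met; inactive = neither criterion is met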;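 also: 0% = median of the neutral control wells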
An asterisk follows results filed as active; u = inconclusive; x = no result given.

The line under a structure holds: Shn3 inh set2	CaV13 FRET inh	Peg3 prom inh	NR2E3 ag-2	KKLEB cytotox	PDI turbidity	Vif inh	CF NFkB inh	HIF-2a block	MITF TRPM1 inh	NR2E3 ag-1
CCn1ccnc1[C@@H]1C[C@H]2CN(Cc3ccccc3OC)C(=O)[C@]23CCCN13
 : -10	-3	5	0	-8	5	13	-6	13	-11	-16
CC1CCN(c2cc(N3CCOCC3)c([N+](=O)[O-])cc2F)CC1
 : -5	-1	9	-2	-5	-2	1	13	-32	4	-19
CC(CCc1ccccc1)NC(=O)CN1C(=O)NC2(CCCCC2)C1=O (configuration not stated)
 : 12	-2	5	-2	0	3	-5	3	19	7	17
COc1ccc(-c2csc(NC(=S)NC(=O)c3ccc(S(=O)(=O)N(C)C)cc3)n2)cc1OC
 : 4	-5	-9	0	-25	5	x	18	0	-1	-22
O=C(COc1ccccc1[N+](=O)[O-])Nc1ccccc1N1CCCC1
 : 19	5	29	3	6	-8	-1	-13	7	10	-16
O=C(COC(=O)CCC(=O)c1ccc(F)cc1)Nc1nnc(-c2ccccc2)o1
 : -8	-6	9	1	-6	-1	0	-25	10	9	6
CC(N=Cc1cccc(O)c1O)c1ccccc1 (configuration not stated)
 : -61	x	-2	3	4	2	5	1	-6	1	-30
COCCn1c(=O)[nH]c(=O)c2c1nc(-c1ccc(-c3ccc(Cl)cc3[N+](=O)[O-])o1)n2Cc1ccccc1
 : 0	-2	44	-2	-5	16	-4	-15	-9	22	-4
CCCN(CCC)c1nc2ccccc2nc1C(C#N)C(=O)OCCOC (configuration not stated)
 : 3	x	22	-1	4	-4	x	10	13	-90	10
CCCCC1CC2=C(C(=O)OC(C)(C)O2)C(c2ccc3ccccc3c2)O1 (configuration not stated)
 : 9	-4	9	x	-2	x	x	21	12	x	-6
CCCCC(CCC(=O)Nc1nccs1)C(=O)O (configuration not stated)
 : 4	-4	-7	1	11	2	2	-21	-6	-9	-2
O=c1cc(O)nc(-c2ccccc2)s1
 : 14	-5	-4	-1	19	9	-1	-6	-4	9	-33
COc1ccc(CCC(=O)NNC(=O)Cn2nc(C)cc2C)cc1
 : -9	x	16	2	0	-8	-5	13	19	1	-7
O=C(COC(=O)c1ncc(Cl)c(Cl)c1Cl)NNC(=O)c1ccccc1
 : -13	-7	1	1	4	-2	-1	-13	13	9	-5
CCCCCCCCCOC(=O)C[n+]1csc(CCO)c1C
 : 19	x	-9	3	-2	-4	-2	-8	18	3	5
CCOc1ncccc1C(=O)OCC(=O)Nc1ccc(S(=O)(=O)N2CCCC2)cc1
 : -25	-3	8	3	10	3	-8	4	5	6	-24
Cc1ccc(NC(=O)CSc2nnc(COc3ccc(C#N)cc3)n2-c2ccccc2)cc1C
 : 14	-6	12	1	5	-1	-5	-8	15	17	0
COc1cc(/C=N/Nc2nc(N3CCCC3)nc(N3CCCC3)n2)ccc1O
 : -8	-5	8	2	6	-3	-11	-6	11	3	23
CCOc1ccc2ccccc2c1/C=N/NC(=O)CNC(=O)c1ccccc1F
 : -5	-3	-15	3	12	-27	3	-12	-10	1	-15
O=C(CSc1ccc([N+](=O)[O-])cc1)c1ccccc1
 : -27	-6	-85	x	8	-8	3	-12	-126	-30	-35
CC(C)(O)c1ccc2c(c1)CCC1C(C)(C(=O)O)CCCC21C (configuration not stated)
 : 7	x	-15	4	0	x	-7	14	7	-3	-8
Cc1ccc(C(C)C)c(OCCNC(=S)Nc2cccc3ccccc23)c1
 : -1	-3	14	1	10	-9	-10	14	11	19	10
CC(C)Cn1c(N)c(C(=O)CSc2ncn[nH]2)c(=O)n(C)c1=O
 : -4	-7	9	x	-1	-4	-3	14	6	-4	-18
Cc1ccc(CN2CCN(Cc3ccc(OC(C)C)cc3)CC2CCO)o1 (configuration not stated)
 : -7	-2	0	-1	-5	12	-5	2	10	-6	4
CCOC(=O)CC1=NC(=O)CS1
 : -10	-5	13	9	-4	1	19	6	23	8	3
CC(C)N1CCC(N2CCN(Cc3cc(F)ccc3-n3cccn3)CC2CCO)CC1 (configuration not stated)
 : 5	-4	-2	2	4	-3	-2	-11	1	9	30
CC(=O)c1cc(CN2CCN(C3CCN(C(C)C)CC3)C(CCO)C2)cs1 (configuration not stated)
 : 8	-4	8	0	6	-3	1	-12	14	9	23
C/C(=N\NC(=O)c1cc(-c2ccccn2)nc2ccccc12)c1cccc([N+](=O)[O-])c1
 : 7	-3	10	2	-3	-3	-6	-30	7	0	5
Cc1cc(=O)n2nc(N3CCCC(C(=O)N4CCOCC4)C3)sc2n1 (configuration not stated)
 : -1	-5	8	-1	0	2	11	3	1	-2	13
CN1CCN(c2ccc(CNC(=O)c3ccc(-c4ccc(F)c(F)c4)c4ccoc34)cc2)CC1
 : -1	-5	63*	x	9	14	0	-16	-30	x	2
COC1CCN(Cc2c(C(=O)N3CCc4ccccc4C3)nc3ccc(Cl)cn23)CC1
 : 15	-3	3	5	8	-5	-7	14	12	7	-14
COc1ccc(CNC(=O)c2ccc(NC(=O)C3CCCO3)cc2)cc1 (configuration not stated)
 : 8	-5	-13	2	-5	13	15	0	-15	2	-2
Cc1ccc2c(c1)nnn2C1CCN(CC(=O)NCCc2nc3ccccc3[nH]2)CC1
 : 67	-5	17	1	5	10	-5	-10	0	-6	15
CN(Cc1cccs1)C(=O)Cc1csc(-c2ccccc2)n1
 : -16	-3	-163	4	-4	1	-4	-4	-228	-32	-94
O=C(O)C1CC(=O)N(CCc2ccccc2)C1 (configuration not stated)
 : -21	-5	2	3	13	3	2	-16	17	-3	15
Cc1ccc(C2c3[nH]c4ccccc4c3C[C@H]3C(=O)N(c4ccccc4C(=O)NCCCN4CCOCC4)C(=O)N23)cc1 (some centres not stated)
 : 2	x	15	-3	6	x	6	16	2	5	-11
COc1ccc(-c2noc(CCC(=O)NCCCN3CCC(Cc4ccccc4)CC3)n2)cc1
 : u	-5	22	-4	-4	14	-12	11	1	-2	12
N#Cc1ccc(C(=O)N2CCCC(c3cc(C(=O)NCc4cccnc4)no3)C2)cc1 (configuration not stated)
 : 17	-9	5	x	-8	-13	-7	10	8	x	3
COc1ccc(CN2CCC(n3nccc3NC(=O)C3CC3)CC2)cc1O
 : -3	-6	3	4	1	-1	20	1	5	2	0
COc1ccc(N(CC(=O)NCc2ccc(F)cc2)C(=O)CCC(=O)Nc2ccccn2)cc1
 : 1	-6	-5	0	6	4	-6	7	14	1	-2
C=CCN(c1ccc(C(=O)Nc2cccc([N+](=O)[O-])c2)cc1)S(C)(=O)=O
 : 20	-10	2	-1	8	-1	5	-9	6	-5	-6
COC(=O)c1ccccc1NC(=O)c1cc(C2CC2)on1
 : -12	-6	-32	4	11	x	-13	-37	-35	15	-44
Cc1ccc(N(C(=O)c2csnn2)C(C(=O)NCc2ccccc2)c2cccnc2)cc1 (configuration not stated)
 : 1	-3	12	-4	4	-10	3	-15	18	7	-2
COc1ccc(-c2[nH]ncc2CN(C)CCN2CCOCC2)cc1F
 : 9	-6	19	7	5	-2	1	10	4	0	20
CC[C@]12c3[nH]c4cc(CCC(=O)N(C)C)ccc4c3CCN1C(=O)[C@@H](CC(=O)NCc1cccc(C(F)(F)F)c1)C[C@@H]2C(=O)N1CCN(C(=O)c2ccco2)CC1
 : 3	-4	-24	x	2	-7	x	-15	2	3	-17
CC(C)(C)NC(=O)C(c1cccs1)N(CC1CCCO1)C(=O)c1ccc(-c2ccccc2)[nH]1 (configuration not stated)
 : -10	-5	11	-1	-12	7	-7	6	8	-15	-17
COCCCNc1cc(C)nc2ccccc12
 : -5	-5	18	-1	16	18	4	-12	9	0	-2
CSCC[C@H](NC(=O)c1ccc(Br)o1)c1nnc2ccccn12
 : -7	-3	5	0	-1	-1	9	21	3	3	-5
NS(=O)(=O)c1ccc(NC(=O)COC(=O)CC2Sc3ccccc3NC2=O)cc1 (configuration not stated)
 : -47	-17	-5	0	-3	6	2	-7	-76	5	15
C/C(=N\Nc1ccc(F)cc1)c1ccc(N2CCOCC2)c(F)c1
 : 7	-17	-13	-1	2	-3	2	-6	-23	11	-15
Cc1cccc(CCNS(=O)(=O)c2ccc3c(c2)NC(=O)C(C)S3)c1 (configuration not stated)
 : 7	-2	0	3	2	-3	2	23	20	2	52
CN(C(=O)COc1ncnc2sccc12)C1CCCCC1
 : 1	-3	-3	3	6	-13	-3	1	8	6	-12
COc1ccc(Cc2c(-c3ccc(F)cc3)nc3ccc(Br)cn23)c(C)c1
 : -57	-3	-271	x	-4	x	x	-10	-250	x	-89
CCOC(=O)Cn1c(=O)c2c(nc3n2CCS3)n(C)c1=O
 : -14	-5	17	0	-1	-6	12	2	13	7	-7
CCN(CC(=O)Nc1ccc(NC(C)=O)cc1)C(=O)CCCc1nc2ccccc2s1
 : 10	-5	1	-1	-2	9	10	11	2	3	-15
COc1ccc(S(=O)(=O)NCCCCC(=O)O)cc1C(=O)O
 : -9	0	13	-1	3	3	4	2	-1	3	-8
CCC(=O)Nc1cccc(C(=O)c2ccc(C)c(C)c2)c1
 : 13	1	-20	-2	-7	1	-2	-3	45*	-11	-9
S=C(NCc1ccc2[nH]c3c(c2c1)CCCC3)Nc1ccccc1Cl
 : 10	-7	12	3	18	x	0	-17	-7	x	15
Cc1cccc(OC(C)C(=O)N2CCc3ccccc3C2)c1 (configuration not stated)
 : -33	-6	10	0	-1	-4	-4	16	0	15	3
CCN(N=O)[C@@H](Cc1ccccc1)CN(N=O)[C@@H](Cc1ccccc1)CN(C)N=O
 : 10	-10	2	4	-1	2	-10	14	2	3	11
O=S1(=O)CCN2C(Cc3ccc(SC(F)F)cc3)=CSC2=N1
 : -8	-5	6	-3	3	-2	-16	-17	5	-8	2
